Screens: PubChem BioAssay, several laboratories
NCOA2 inhibitor = inhibits human steroid receptor coactivator 2; Q15596; HEK293 GAL4-SRC2 luciferase reporter, luminescence; inhibition, % at 9 µM; 0.17% of 370,000 active;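 active = inhibition above the mean inhibition of all tested compounds plus 3 SD, set per campaign, cut at about 52% in these data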;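 note: 0% = DMSO treated cells and 100% = cells given Gossypol at 36 µM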
NOD2 RIPK2 PPI = blocks binding of human NOD2 to RIPK2; O43353; CHO BLA complementation NOD2-RIPK2, CCF4 ratio; inhibition, % at 4.98 µM; 0.38% of 360,000 active; AID 624267; in the data active = inhibition above about 21%;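 note: 0% = vehicle only and 100% = reference blocker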
ABHD5 PLIN5 PPI = blocks binding of human ABHD5 to perilipin-5 | Q00G26+Q8WTS1 | AID 602281 | 0.78% of 360,000 active | Split G. princeps luciferase complementation, luminescence, 4 h | inhibition, % at 4 µM;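 active = inhibition above the mean inhibition across every tested compound plus 3 SD, cut at about 22% in these data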;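 note: 0% = DMSO only wells and the 100% control is not disclosed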
MC4R antagonist = antagonists of human melanocortin 4 receptor (MC4R); 0.48% of 360,000 active; MC4R-expressing cells, MTII-stimulated cAMP, LANCE TR-FRET; P32245; AID 540295; inhibition, % at 6.5 µM;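 active = inhibition above its plate's cutoff, the mean of tested wells on that plate plus 3 SD, cut at about 29% in these data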;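 note: 0% = Melanotan II alone and 100% = Melanotan II plus saturating MCL0020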
Target sequence (P32245 whole entry, looked up): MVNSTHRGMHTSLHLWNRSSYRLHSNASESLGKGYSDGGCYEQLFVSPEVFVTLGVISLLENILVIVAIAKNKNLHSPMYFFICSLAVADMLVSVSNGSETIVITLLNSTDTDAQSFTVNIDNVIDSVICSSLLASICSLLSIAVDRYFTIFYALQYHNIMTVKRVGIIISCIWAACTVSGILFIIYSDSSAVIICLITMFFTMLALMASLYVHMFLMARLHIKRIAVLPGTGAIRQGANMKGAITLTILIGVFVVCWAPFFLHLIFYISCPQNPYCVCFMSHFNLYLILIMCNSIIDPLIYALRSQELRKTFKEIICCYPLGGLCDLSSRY
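Material: human MC4R-expressing U2OS cells. Probe or stimulus: Melanotan II challenge. Dosing: 6.5 µM single dose. Times: 30-min compound, 1-h challenge, 1-h detection, room temperature. Technique: TR-FRET with Eu-cAMP and labeled anti-cAMP, 671 nm. Replication: singlicate.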
H9c2 protect = protects H9c2 cardiomyocytes from peroxide injury | H2O2 injury protection, ATPLite, 2 h | protection from H2O2 cell death, % at 20 µM | 0.63% of 360,000 active;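 active = compounds giving at least 50% protection of heart cells from peroxide-induced death in the single-dose screen, raw or plate-pattern-corrected value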;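 note: 0% = DMSO wells with peroxide and 100% = DMSO wells without peroxide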
MC4R barr agon = agonists of human melanocortin 4 receptor (MC4R) beta-arrestin; P32245; U2OS MC4R beta-arrestin complementation, luminescence; percent of melanotan II response, DMSO zero; activation, % at 8.9 µM; 0.98% of 360,000 active; AID 540308;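 active = activation above a per-plate cutoff, the mean activation of sample wells on that plate plus 3 SD, cut at about 8% in these data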
ABCB6 inh 2 = inhibitors of human ABC transporter ABCB6; fluorescence ratio to DMSO, % at 10 µM; 0.19% of 360,000 active; K562-ABCB6 porphyrin accumulation, flow cytometry, 1 h; active compounds read low;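 active = fluorescence ratio to DMSO below 75%, the collection mean minus 3 SD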;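 note: signal is porphyrin accumulated inside mitochondria; 100% equals median channel fluorescence of DMSO control wells; lower ratio means ABCB6 inhibition with less porphyrin fluorescence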
TLR9-MyD88 inh = inhibitors of human TLR9-MyD88 binding | CHO BLA complementation TLR9-MyD88, CCF4 FRET ratio | inhibition, % at 4.98 µM | Q9NR96+Q99836 | 0.21% of 340,000 active;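 active = inhibition above the mean over all tested compounds plus 3 SD, cut at about 21% in these data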;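 note: 0% = DMSO only wells and 100% = clavulanate BLA inhibitor control wells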
HTR2A ag = mouse HTR2A agonism via beta-arrestin recruitment; P35363; AID 624169; activation, % at 7.6 µM; CHO-K1 mHTR2A beta-arrestin complementation, luminescence; percent of 30 µM serotonin response; 0.66% of 360,000 active;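 active = activation above a run cutoff, the mean activation of all tested compounds plus 3 SD, cut at about 14% in these data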;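 note: 0% = plate median of compound wells and 100% = 30 µM serotonin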
Target sequence (P35363 whole entry, looked up): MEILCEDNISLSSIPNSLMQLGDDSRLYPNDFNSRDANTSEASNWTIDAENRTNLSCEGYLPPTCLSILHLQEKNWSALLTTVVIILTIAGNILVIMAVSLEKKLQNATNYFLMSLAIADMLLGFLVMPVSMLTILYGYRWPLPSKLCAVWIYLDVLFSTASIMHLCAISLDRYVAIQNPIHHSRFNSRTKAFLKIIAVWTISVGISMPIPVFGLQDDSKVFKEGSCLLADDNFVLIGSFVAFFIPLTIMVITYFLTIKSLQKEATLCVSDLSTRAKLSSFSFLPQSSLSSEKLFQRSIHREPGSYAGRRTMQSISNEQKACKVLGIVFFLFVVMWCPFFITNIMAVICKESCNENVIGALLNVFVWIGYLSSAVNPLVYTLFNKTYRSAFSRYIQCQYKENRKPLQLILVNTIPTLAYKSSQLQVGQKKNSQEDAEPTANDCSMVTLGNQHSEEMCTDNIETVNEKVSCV
Glyco luc inh = N-linked glycosylation inhibition; reporter increase, % at 12.5 µM; 0.23% of 360,000 active; AID 588692; D54 ERlucT glycosylation luciferase reporter, 24 h; percent of 100 nM tunicamycin response;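 active = mean luciferase reporter signal, scaled so untreated is 0 and the glycosylation-blocking control 100, at or above a set limit in every replicate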;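 note: luciferase carries N-glycosylation sites so blocking glycosylation raises the light; 0% = median of neutral control wells and 100% = median of 100 nM tunicamycin wells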
Numbers without * were called inactive; x = not tested or not shown.

Every second line gives: HTR2A ag | TLR9-MyD88 inh | MC4R antagonist | ABHD5 PLIN5 PPI | H9c2 protect | Glyco luc inh | MC4R barr agon | NOD2 RIPK2 PPI | ABCB6 inh 2 | NCOA2 inhibitor
CC1=C(C#N)C2C(/C1=N/O)C2(C)C (stereo not given)
→ 0 | -9 | 19 | -2 | 7 | 2 | -1.7 | -2 | 93 | -5
C#CCN(C(=O)C1CCC(=O)N(CCc2cccc(F)c2)C1)C1CCCCC1 (stereo not given)
→ -4 | -12 | -3 | -5 | -5 | 0 | -1.9 | 10 | 95 | -37
CCC(=O)NC(=S)NNC(=O)c1ccc([N+](=O)[O-])cc1
→ -1 | 0 | 7 | -10 | 4 | 1 | -1.6 | -6 | 99 | -9
Cc1ccc(C2CC(C(F)F)n3ncc(C(=O)Nc4cnn(Cc5ccccc5C)c4)c3N2)cc1 (stereo not given)
→ 7 | -2 | 10 | 13 | -37 | 4 | 3.4 | 0 | 107 | 22
COCCn1c(SCC(=O)N2CCCCCC2)nnc1-c1ccco1
→ 0 | -4 | 25 | -3 | -2 | 0 | -0.5 | -6 | 113 | -9
Cc1nn(C)c(NC(=O)c2ccc(Cl)cc2)c1Cl
→ 5 | -1 | 14 | 8 | -6 | -2 | 1.1 | -6 | 98 | 11
CCc1ccc(NC(=S)Nc2cccc3cnccc23)cc1
→ -5 | -2 | -9 | -28 | 0 | 2 | -0.3 | -12 | 103 | -4
COc1ccc(N2CCN(CC(=O)c3ccccc3)CC2)cc1
→ 0 | 5 | 16 | -6 | 9 | -3 | -1.8 | 5 | 99 | -26
O=[N+]([O-])c1ccccc1N/N=C/c1cccc(O)c1O
→ 5 | -13 | -5 | 4 | 8 | -17 | -3.0 | -5 | 88 | -26
Cc1ccc(NC(=O)CSc2nnc(CCC(=O)O)c(=O)[nH]2)cc1
→ -4 | -6 | 17 | -2 | -8 | 1 | 0.0 | -5 | 100 | 1
COc1ccc(C(=O)/C=C/C(=O)N(Cc2ccccc2OC)C(C(=O)NC2CCCCC2)c2ccncc2)c(O)c1 (stereo not given)
→ -2 | -6 | 15 | 1 | 1 | -4 | 3.8 | 3 | 95 | 6
CCN(Cc1ccccc1)Cc1cccc([N+](=O)[O-])c1
→ 0 | -4 | 7 | -7 | -4 | -4 | 2.2 | -9 | 102 | 0
COC(=O)C[C@H]1C=C[C@H](NC(=O)Cc2ccccc2)[C@@H](CO)O1
→ 3 | x | x | -2 | x | x | x | -6 | x | -9
O=C(NCCN1CCOCC1)c1ccc(Cl)c(S(=O)(=O)N2CCCCCC2)c1
→ -3 | -1 | -1 | -5 | 0 | 0 | -2.3 | -4 | 99 | 21
CC(OC(=O)c1ccc(F)c(S(=O)(=O)N2CCOCC2)c1)C(=O)NCC1CCCCC1 (stereo not given)
→ -9 | -2 | -5 | 2 | -2 | 2 | 5.2 | 0 | 98 | 9

3 consecutive records already listed, for reference:
Every second line gives: HTR2A ag | TLR9-MyD88 inh | MC4R antagonist | ABHD5 PLIN5 PPI | H9c2 protect | Glyco luc inh | MC4R barr agon | NOD2 RIPK2 PPI | ABCB6 inh 2 | NCOA2 inhibitor
COC(=O)C[C@H]1C=C[C@H](NC(=O)Cc2ccccc2)[C@@H](CO)O1
→ 3 | x | x | -2 | x | x | x | -6 | x | -9
O=C(NCCN1CCOCC1)c1ccc(Cl)c(S(=O)(=O)N2CCCCCC2)c1
→ -3 | -1 | -1 | -5 | 0 | 0 | -2.3 | -4 | 99 | 21
CC(OC(=O)c1ccc(F)c(S(=O)(=O)N2CCOCC2)c1)C(=O)NCC1CCCCC1 (stereo not given)
→ -9 | -2 | -5 | 2 | -2 | 2 | 5.2 | 0 | 98 | 9

Continued.
Every second line gives: HTR2A ag | TLR9-MyD88 inh | MC4R antagonist | ABHD5 PLIN5 PPI | H9c2 protect | Glyco luc inh | MC4R barr agon | NOD2 RIPK2 PPI | ABCB6 inh 2 | NCOA2 inhibitor
COC(=O)c1cc2c(=O)c3ccccc3oc2nc1/C=C/N(C)C
→ 8 | 5 | 18 | 3 | 44 | 2 | 0.4 | -4 | 428 | -16
Cc1noc(C)c1CSCC(=O)Nc1ccc(OC(F)F)c(Cl)c1
→ 2 | -41 | 1 | -10 | -4 | 0 | -2.6 | -11 | 97 | 13
NN=C1c2ccccc2C(=O)C1C(=O)C(c1ccccc1)c1ccccc1 (stereo not given)
→ -1 | 11 | 3 | -3 | -1 | -3 | -2.5 | 0 | 733 | -4
CN(C(=O)c1cccc(NC(=O)C2CCN(C(=O)OC(C)(C)C)CC2)c1)C1CCCCC1
→ 14 | -3 | 10 | 5 | 4 | 0 | 0.6 | -5 | 94 | 7
Cc1ccc(-c2csc(NC(=O)c3ccco3)n2)cc1C
→ -5 | -4 | 5 | -4 | -1 | 1 | 1.7 | 6 | 98 | -21
CC1CCN(S(=O)(=O)c2ccc(Cl)cc2Br)CC1
→ -1 | -10 | 6 | 3 | -16 | -1 | 1.6 | -13 | 76 | -18
CCCn1c(N)c(C(=O)CSc2nnc3n2CCCCC3)c(=O)[nH]c1=O
→ -1 | -9 | 4 | 7 | -2 | 0 | -1.0 | -3 | 98 | -3
O=C(NC(=S)Nc1ccc(Br)cc1)C1CCCCC1
→ 0 | -9 | 7 | 9 | -5 | -1 | 2.5 | -10 | 105 | 8

Look-ups from the results shown:
In HTR2A ag, CCCn1c(N)c(C(=O)CSc2nnc3n2CCCCC3)c(=O)[nH]c1=O has the entry -1
In HTR2A ag, COC(=O)c1cc2c(=O)c3ccccc3oc2nc1/C=C/N(C)C has the entry 8
In HTR2A ag, CC1CCN(S(=O)(=O)c2ccc(Cl)cc2Br)CC1 has the entry -1
In ABHD5 PLIN5 PPI, O=C(NC(=S)Nc1ccc(Br)cc1)C1CCCCC1 has the entry 9
In MC4R barr agon, CN(C(=O)c1cccc(NC(=O)C2CCN(C(=O)OC(C)(C)C)CC2)c1)C1CCCCC1 has the entry 0.6
In MC4R antagonist, Cc1ccc(-c2csc(NC(=O)c3ccco3)n2)cc1C has the entry 5
In Glyco luc inh, Cc1noc(C)c1CSCC(=O)Nc1ccc(OC(F)F)c(Cl)c1 has the entry 0

Part of the list above in order of formula weight, smallest number first.
Every second line gives: HTR2A ag | TLR9-MyD88 inh | MC4R antagonist | ABHD5 PLIN5 PPI | H9c2 protect | Glyco luc inh | MC4R barr agon | NOD2 RIPK2 PPI | ABCB6 inh 2 | NCOA2 inhibitor
O=C(NC(=S)Nc1ccc(Br)cc1)C1CCCCC1
→ 0 | -9 | 7 | 9 | -5 | -1 | 2.5 | -10 | 105 | 8
NN=C1c2ccccc2C(=O)C1C(=O)C(c1ccccc1)c1ccccc1 (stereo not given)
→ -1 | 11 | 3 | -3 | -1 | -3 | -2.5 | 0 | 733 | -4
CCCn1c(N)c(C(=O)CSc2nnc3n2CCCCC3)c(=O)[nH]c1=O
→ -1 | -9 | 4 | 7 | -2 | 0 | -1.0 | -3 | 98 | -3

A portion of the library. The share of hits here may be higher or lower than overall.
